C diff HTS: C. difficile growth inhibition | Clostridium difficile clinical isolate growth, OD600, 24 h; hits give low values | growth activity, negative = inhibition, % at 16 µg/mL (by protocol) | 0.25% of 86,000 active;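 active = mean growth activity at or below -80% and every replicate also at or below -80%; inconclusive = mean at or below -80% but some replicate above -80%; inactive = mean growth activity above -80%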;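 also: 0% = DMSO wells and -100% = levofloxacin 16 µg/mL wells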
Pf Dd2 inh: blocks growth of Plasmodium falciparum Dd2 parasites | P. falciparum Dd2 growth, SYBR Green, 72 h; hits give low values | activity change, % at 10 µM | 2.3% of 94,000 active; in the data active = activity change below about -80%; inconclusive = no clear call, values can overlap the other calls
Tcruzi prolif: T. cruzi proliferation inhibition | T. cruzi beta-gal in NIH3T3, GalScreen luminescence, 90 h | inhibition, % at 8.34 µM | 5.9% of 77,000 active;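 active = mean inhibition above about 93%, with at least 55% of replicates each passing it, limit read from the data, passing the limit was not always enough; inconclusive = only one of those two conditions holds; inactive = neither condition holds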
GASC1 inh: KDM4C (human) demethylase inhibition. AID 720574. 0.15% of 96,000 active. inhibition, % at 12.5 µM. GST-KDM4C 2-372, H3K9me3 peptide, LANCE TR-FRET. Q9H3R0;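 active = mean replicate inhibition above about 25%, with at least 55% of replicates also reaching it, limit read from the data, passing the limit was not always enough; inconclusive = only one of those two conditions met; inactive = neither condition met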
Target sequence (Q9H3R0 2-372 limits assumed): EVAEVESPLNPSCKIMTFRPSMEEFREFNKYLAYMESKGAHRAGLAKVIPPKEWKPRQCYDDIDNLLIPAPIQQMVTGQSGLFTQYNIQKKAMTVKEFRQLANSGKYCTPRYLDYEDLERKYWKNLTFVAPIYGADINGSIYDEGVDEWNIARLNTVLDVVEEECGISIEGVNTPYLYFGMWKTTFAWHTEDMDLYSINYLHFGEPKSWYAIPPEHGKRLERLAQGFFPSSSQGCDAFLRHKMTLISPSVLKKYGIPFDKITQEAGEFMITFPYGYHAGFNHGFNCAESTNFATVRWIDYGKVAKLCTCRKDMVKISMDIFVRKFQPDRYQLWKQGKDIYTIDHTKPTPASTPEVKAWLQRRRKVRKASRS
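Test system: N-terminal GST-fused human GASC-1 (KDM4C) fragment, residues 2-372; quantity: GASC-1 enzyme at 10 nM final in reaction; dosing: single dose; schedule: 30 min demethylation and 1 h detection at room temperature; signal: LANCE TR-FRET, excitation 340 nm, emissions 618 and 671 nm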
Active calls of the source: *; ? = inconclusive; . = not tested or not shown; & = joins results of further samples. Rows were taken by chance; about 6.8% have a hit in one of these screens.

SMILES | C diff HTS | Pf Dd2 inh | Tcruzi prolif | GASC1 inh
CC(=O)N[C@H]1C[C@@H]2O[C@H](CO)CC[C@@H]2O[C@@H]1CCc1ccc(C#CC2(O)CCCC2)cc1 | 2 | 4 | . | .
COc1cccc(C#Cc2cnc3c(c2)C(=O)N([C@@H](C)CO)C[C@@H](C)[C@H](CN(C)C(=O)C2CCOCC2)O3)c1 | 3 | -55 | . | -0.3
C[C@H](CO)N1C[C@H](C)[C@H](CN(C)C(=O)Nc2ccc3c(c2)OCO3)Oc2ccc(NC(=O)Nc3cccc4ccccc34)cc2C1=O | 6 | -2 | 16 | 0.2
COc1ccc2c3c(n(C)c2c1)[C@@H](CO)N(Cc1cc(F)ccc1F)CC31CN(C(C)=O)C1 | 11 | 6 | . | -4.0
COc1cccc(S(=O)(=O)N[C@H]2CC[C@H](CCNC(=O)Cc3ccncc3)O[C@H]2CO)c1 | 7 | 3 | 9 | 1.4
O=C(Cc1ccccn1)N[C@H]1CC[C@@H](CC(=O)N2CCCCC2)O[C@H]1CO | 1 | -11 | 17 | 5.2
COc1ccccc1CN1CC[C@@H]2[C@H]1c1cc(-c3cccc(F)c3)ccc1N[C@@H]2CO | -1 | -76 | 26 | -0.2
O=C(C[C@H]1CC[C@@H]2[C@H](COC[C@H](O)CN2Cc2cc(F)ccc2F)O1)N[C@H]1CCN(Cc2ccccc2)C1 | -2&-8 | -49 | 88 | -0.4
Cc1cccc(S(=O)(=O)N[C@@H]2CC[C@@H](CCNC(=O)c3cnccn3)O[C@@H]2CO)c1 | . | 23 | 33 | -1.2
COc1ccc(S(=O)(=O)N(C)C[C@H]2OCCCC[C@H](C)Oc3ccc(N(C)C)cc3C(=O)N([C@@H](C)CO)C[C@H]2C)cc1 | -1 | -72 | 20 | -1.5
CC(C)NC(=O)Nc1ccc2c(c1)C(=O)N([C@H](C)CO)C[C@H](C)[C@H](CN(C)C(=O)NC(C)C)O2 | -1 | 18 | 11 | 12
O=C(C[C@H]1CC[C@@H](NC(=O)CC2CC2)[C@H](CO)O1)NCc1ccc(-c2ccccc2)cc1 | -11 | 0 | -15 | -0.4
C[C@@H]1CN([C@H](C)CO)C(=O)c2cc(/C=C/c3ccccc3)cnc2O[C@@H]1CN(C)Cc1ccccc1F | 1 | -24 | 116* | -2.2
CO[C@H]1CN(C)C(=O)c2cccc(C#N)c2OC[C@H]2O[C@@H](CC[C@@H]2OC)CCN(C)C(=O)[C@H]1C | . | 20 | -28 | -0.2
CN(C)CC(=O)Nc1ccc2c(c1)[C@@H]1C[C@@H](CC(=O)NCC3CC3)O[C@H](CO)[C@@H]1O2 | -1 | 20 | -50 | 2.4
N#C[C@H]1N[C@H](CO)[C@H]1c1ccc(-c2ccccc2F)cc1 | -10 | 16 | 75 | 0.1
CCC(=O)N(C)C[C@H]1Oc2cc(-c3ccccc3F)ccc2S(=O)(=O)N([C@@H](C)CO)C[C@@H]1C | -5 | 23 | 54 | 3.3
C[C@H](O)C#Cc1cnc2c(c1)C(=O)N([C@@H](C)CO)C[C@@H](C)[C@@H](CN(C)Cc1cccc(C(=O)O)c1)O2 | 2 | 20 | 28 | 2.6
Cc1ccc(-c2ccc([C@@H]3[C@@H](CO)N4C(=O)CN(S(=O)(=O)c5cccc(F)c5)C[C@H]34)cc2)cc1 | 6 | -15 | . | -1.4
COc1ccc(CN(C)C[C@H]2Oc3c(NC(=O)Nc4ccc(F)cc4)cccc3C(=O)N([C@@H](C)CO)C[C@H]2C)cc1 | 20 | -43 | -85 | -0.3
CCNC(=O)[C@@H]1[C@@H](CO)[C@@H]2Cn3c(ccc(-c4ccc(OC)cc4)c3=O)[C@H]1N2CC | -4 | -11 | 39 | 8.1
O=C(c1cnccn1)N1CC(=O)N2[C@@H](CO)[C@H](c3ccc(C#CCc4ccccc4)cc3)[C@@H]2C1 | -13 | -88* | . | 1.0
O=C(Nc1ccc2c(c1)[C@H]1C[C@H](CC(=O)N3CCOCC3)O[C@@H](CO)[C@H]1O2)c1cccnc1 | -1 | -16 | -20 | -0.8
CC(C)NC(=O)N(C)C[C@H]1Oc2ccc(NC(=O)CCCN(C)C)cc2C(=O)N([C@@H](C)CO)C[C@H]1C | -3 | 2 | . | 1.5
CC=Cc1ccc2n(c1=O)C[C@@H]1[C@@H](CO)[C@H](C(=O)N[C@H](C)c3ccccc3)N(C)[C@H]21 (mixture of isomers) | -4 | 7 | 5 | 1.9
SMILES | C diff HTS | Pf Dd2 inh | Tcruzi prolif | GASC1 inh
COc1ccccc1CNC(=O)C[C@H]1C=C[C@@H](NC(=O)CC2CC2)[C@@H](CO)O1 | 2 | 19 | 11 | 0.7
C[C@@H]1CCCCO[C@@H](CN(C)S(=O)(=O)c2ccc(F)cc2)[C@H](C)CN([C@@H](C)CO)C(=O)c2cc(NS(=O)(=O)c3cccs3)ccc2O1 | 13 | -20 | 61 | 3.3
CNC[C@@H]1Oc2ccc(NC(=O)NC3CCCCC3)cc2C(=O)N([C@H](C)CO)C[C@H]1C | 1 | -10 | 5 | 0.3
C[C@H](CO)N1C[C@H](C)[C@@H](CN(C)S(=O)(=O)c2cccs2)Oc2ccc(NC(=O)Nc3cccc4ccccc34)cc2CC1=O | 15 | -18 | 4 | -1.3
Cc1ccc(S(=O)(=O)Nc2ccc3c(c2)CC(=O)N([C@@H](C)CO)C[C@@H](C)[C@@H](CN(C)C(=O)NC(C)C)O3)cc1 | 6 | 10 | 40 | 3.4
O=C(C[C@@H]1C[C@H]2c3cc(NC(=O)Nc4ccccc4F)ccc3O[C@H]2[C@@H](CO)O1)NCC1CC1 | -1 | -1 | 39 | -2.6
Cc1noc(C)c1NC(=O)Nc1cccc2c1O[C@@H](CN(C)C(=O)Nc1c(C)noc1C)[C@@H](C)CN([C@@H](C)CO)C2=O | -2 | 31 | -5 | -1.0
COc1ccc(S(=O)(=O)N(C)C[C@H]2Oc3c(NC(=O)c4cnccn4)cccc3C(=O)N([C@H](C)CO)C[C@H]2C)cc1 | . | -16 | 26 | -0.5
CCC(=O)N1CC2(C1)CN(CC1CCCCC1)[C@H](CO)c1c2c2ccc(OC)cc2n1C | 8 | -66 | . | 0.3
COc1cccc(S(=O)(=O)Nc2ccc3c(c2)OC[C@H](C)N(Cc2ccccc2F)C[C@H](C)[C@H](OC)CN(C)C3=O)c1 | . | -33 | ? | -0.3
O=C(C[C@H]1C=C[C@@H](NC(=O)NC2CCCCC2)[C@H](CO)O1)NCc1ccccc1 | . | 9 | 14 | -1.0
C[C@@H]1CN([C@H](C)CO)C(=O)c2cccc(NC(=O)C3CC3)c2O[C@@H]1CN(C)Cc1ccccc1 | 3&-1 | -2 | . | 0.9
COCC#Cc1cnc2c(c1)C(=O)N([C@H](C)CO)C[C@H](C)[C@H](CN(C)C(=O)c1ccc(F)cc1)O2 | -3 | 20 | 8 | 1.3
C[C@H]1CN([C@@H](C)CO)C(=O)c2cc(-c3ccncc3)cnc2O[C@@H]1CN(C)C(=O)C1CC1 | -6 | 47 | 17 | -1.7
C[C@@H]1CN([C@H](C)CO)S(=O)(=O)c2ccc(-c3cccc(C#N)c3)cc2O[C@@H]1CN(C)Cc1cccc(F)c1 | 6 | -43 | 73 | .
CC(C)NC(=O)N(C)C[C@H]1OCCCC[C@@H](C)Oc2ccc(NC(=O)c3ccccc3)cc2C(=O)N([C@@H](C)CO)C[C@H]1C | 2 | -45 | 41 | 1.0
CCCC(=O)Nc1ccc2c(c1)C(=O)N(C)C[C@@H](OC)[C@H](C)CN(Cc1ccc(F)cc1)[C@@H](C)CO2 | . | . | 14 | 3.3
O=C(c1cnccn1)N1CC(=O)N2[C@@H](CO)[C@@H](c3ccc(C#CCc4ccccc4)cc3)[C@@H]2C1 | -10 | -83* | . | 2.1
Cc1ccc(S(=O)(=O)Nc2ccc3c(c2)C(=O)N([C@H](C)CO)C[C@@H](C)[C@@H](CN(C)S(=O)(=O)c2ccccc2)OCCCC[C@H](C)O3)cc1 | -6 | -71 | 94 | -0.1
Cc1noc(C)c1NC(=O)Nc1ccc2c(c1)CC(=O)N([C@H](C)CO)C[C@@H](C)[C@H](CN(C)Cc1ccc(Cl)c(Cl)c1)O2 | -10 | 7 | 14 | 0.5
C[C@@H]1CN([C@H](C)CO)S(=O)(=O)c2ccc(-c3ccc(C(=O)N(C)C)cc3)cc2O[C@@H]1CN(C)C(=O)Cc1ccccn1 | 13 | 3 | 24 | 0.2
C[C@H]1CN([C@@H](C)CO)C(=O)c2cccc(NS(=O)(=O)c3cn(C)cn3)c2O[C@@H]1CN(C)Cc1ccc(-c2ccccc2)cc1 | -3 | -7 | 58 | -0.5
CCS(=O)(=O)Nc1ccc2c(c1)C(=O)N(C)C[C@H](OC)[C@H](C)CN[C@H](C)CO2 | 4 | . | 30 | -0.2
C[C@H](CO)N1C[C@H](C)[C@H](CN(C)S(=O)(=O)c2cccs2)OCc2ccccc2-c2ccccc2C1=O | 1 | -23 | 11 | 1.5
COCC(=O)Nc1ccc2c(c1)[C@H]1C[C@@H](CC(=O)NCCc3ccccc3)O[C@@H](CO)[C@H]1O2 | 0 | 4 | 6 | -1.2
SMILES | C diff HTS | Pf Dd2 inh | Tcruzi prolif | GASC1 inh
C[C@@H]1CN([C@@H](C)CO)C(=O)Cc2cc(NC(=O)Nc3ccc(F)cc3)ccc2O[C@H]1CN(C)Cc1ccc(Oc2ccccc2)cc1 | 49 | -78 | 65 | 3.2
C[C@H]1CN([C@@H](C)CO)C(=O)c2cc(NC(=O)C3CCCCC3)ccc2O[C@@H]1CN(C)Cc1ccc(-c2ccccc2)cc1 | . | -42 | 104* | 0.3
N#C[C@H]1[C@@H](c2ccccc2-c2ccccc2)[C@@H](CO)N1C(=O)Cc1ccccc1 | -16 | 22 | . | -0.3
Cc1cccc(S(=O)(=O)N(C)C[C@H]2OCc3cnnn3CCCC(=O)N([C@@H](C)CO)C[C@@H]2C)c1 | . | 23 | 11 | -1.3
COc1cccc(-c2ccc3c(c2)O[C@@H](CN(C)C(=O)C2CC2)[C@H](C)CN([C@H](C)CO)S3(=O)=O)c1 | . | -31 | 71 | -0.4
C[C@H]1CN([C@@H](C)CO)S(=O)(=O)c2ccc(C#Cc3ccccc3F)cc2O[C@H]1CN(C)CC1CCOCC1 | 2 | -51 | . | 1.0
Cc1noc(C)c1NC(=O)Nc1ccc2c(c1)C(=O)N([C@@H](C)CO)C[C@H](C)[C@@H](CN(C)S(=O)(=O)c1cn(C)cn1)O2 | 0 | 7 | 60 | -0.7
C[C@H]1CN([C@@H](C)CO)C(=O)c2cc(Br)cnc2O[C@H]1CN(C)S(=O)(=O)c1ccc(F)cc1 | -2 | 25 | 10 | -1.3
Cc1ccc(S(=O)(=O)Nc2ccc3c(c2)C(=O)N([C@@H](C)CO)C[C@@H](C)[C@H](CN(C)C(=O)c2ccncc2)OCCCC[C@H](C)O3)cc1 | -2 | 12 | -2 | 0.4
O=C(c1ccc(F)cc1)N1CC(=O)N2[C@@H](CO)[C@H](c3ccc(/C=C/c4ccccc4)cc3)[C@@H]2C1 | 3 | -64 | . | -1.1
O=C(C[C@@H]1C=C[C@H](NS(=O)(=O)c2ccccc2)[C@H](CO)O1)N1CCN(c2ccccc2)CC1 | -5 | -2 | . | -3.4
O=C(C[C@H]1C[C@@H]2c3cc(NC(=O)CC4CC4)ccc3O[C@@H]2[C@@H](CO)O1)NCC1CC1 | -5 | 15 | 24 | 4.9
CCC(=O)N1CC2(C1)CN(C(=O)Nc1ccc(F)cc1)[C@@H](CO)c1c2c2ccc(OC)cc2n1C | 4 | -50 | . | -0.8
O=C(NCC[C@@H]1CC[C@H](NS(=O)(=O)c2ccccc2)[C@@H](CO)O1)c1ccc2c(c1)OCO2 | -6 | 0 | 43 | -0.8

Eight compounds from above, sorted by length of the SMILES, ascending:
SMILES | C diff HTS | Pf Dd2 inh | Tcruzi prolif | GASC1 inh
O=C(NCC[C@@H]1CC[C@H](NS(=O)(=O)c2ccccc2)[C@@H](CO)O1)c1ccc2c(c1)OCO2 | -6 | 0 | 43 | -0.8
O=C(C[C@@H]1C=C[C@H](NS(=O)(=O)c2ccccc2)[C@H](CO)O1)N1CCN(c2ccccc2)CC1 | -5 | -2 | . | -3.4
C[C@H]1CN([C@@H](C)CO)C(=O)c2cc(Br)cnc2O[C@H]1CN(C)S(=O)(=O)c1ccc(F)cc1 | -2 | 25 | 10 | -1.3
C[C@H]1CN([C@@H](C)CO)S(=O)(=O)c2ccc(C#Cc3ccccc3F)cc2O[C@H]1CN(C)CC1CCOCC1 | 2 | -51 | . | 1.0
O=C(c1ccc(F)cc1)N1CC(=O)N2[C@@H](CO)[C@H](c3ccc(/C=C/c4ccccc4)cc3)[C@@H]2C1 | 3 | -64 | . | -1.1
C[C@@H]1CN([C@@H](C)CO)C(=O)Cc2cc(NC(=O)Nc3ccc(F)cc3)ccc2O[C@H]1CN(C)Cc1ccc(Oc2ccccc2)cc1 | 49 | -78 | 65 | 3.2
Cc1noc(C)c1NC(=O)Nc1ccc2c(c1)C(=O)N([C@@H](C)CO)C[C@H](C)[C@@H](CN(C)S(=O)(=O)c1cn(C)cn1)O2 | 0 | 7 | 60 | -0.7
Cc1ccc(S(=O)(=O)Nc2ccc3c(c2)C(=O)N([C@@H](C)CO)C[C@@H](C)[C@H](CN(C)C(=O)c2ccncc2)OCCCC[C@H](C)O3)cc1 | -2 | 12 | -2 | 0.4
